12-LOX inh – ALOX12 (human) lipoxygenase inhibition; P18054; Potency, µM (series often up to 108 µM), without a hit: at the highest dose activity change, negative = inhibition, most hits filed as inhibitors; purified 12hLO, xylenol orange hydroperoxide absorbance; AID 1671190; 580,000 tested, 1.1% active; further: potency means the concentration at half of the fitted maximal effect; on the % scale 0 is the no-effect control and ±100 the full control effect
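Purified human 12hLO at 150 nM in 25 mM Hepes, 0.01% Triton X-100, pH 7.0, preincubated 15 min at room temperature with compound. Reaction started with 40 uM arachidonic acid, 30 min at room temperature. Hydroperoxide measured by Fe-xylenol orange, 573/405 nm absorbance ratio.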
BLM helicase inh – inhibitors of human Bloom syndrome helicase BLM. P54132. Potency, µM (top dose mostly 56.1 µM), inactives show at the highest dose activity change, negative = inhibition, hits mostly inhibitors. recombinant BLM DNA unwinding, fluorescence dequenching. 350,000 tested, 0.2% active. AID 2528;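 further: potency means the concentration at half of the fitted maximal effect; plate controls were vehicle for no effect and no enzyme for full effect; nearly all actives have a fitted effect of over 35% in size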
Target sequence (P54132 whole entry, looked up): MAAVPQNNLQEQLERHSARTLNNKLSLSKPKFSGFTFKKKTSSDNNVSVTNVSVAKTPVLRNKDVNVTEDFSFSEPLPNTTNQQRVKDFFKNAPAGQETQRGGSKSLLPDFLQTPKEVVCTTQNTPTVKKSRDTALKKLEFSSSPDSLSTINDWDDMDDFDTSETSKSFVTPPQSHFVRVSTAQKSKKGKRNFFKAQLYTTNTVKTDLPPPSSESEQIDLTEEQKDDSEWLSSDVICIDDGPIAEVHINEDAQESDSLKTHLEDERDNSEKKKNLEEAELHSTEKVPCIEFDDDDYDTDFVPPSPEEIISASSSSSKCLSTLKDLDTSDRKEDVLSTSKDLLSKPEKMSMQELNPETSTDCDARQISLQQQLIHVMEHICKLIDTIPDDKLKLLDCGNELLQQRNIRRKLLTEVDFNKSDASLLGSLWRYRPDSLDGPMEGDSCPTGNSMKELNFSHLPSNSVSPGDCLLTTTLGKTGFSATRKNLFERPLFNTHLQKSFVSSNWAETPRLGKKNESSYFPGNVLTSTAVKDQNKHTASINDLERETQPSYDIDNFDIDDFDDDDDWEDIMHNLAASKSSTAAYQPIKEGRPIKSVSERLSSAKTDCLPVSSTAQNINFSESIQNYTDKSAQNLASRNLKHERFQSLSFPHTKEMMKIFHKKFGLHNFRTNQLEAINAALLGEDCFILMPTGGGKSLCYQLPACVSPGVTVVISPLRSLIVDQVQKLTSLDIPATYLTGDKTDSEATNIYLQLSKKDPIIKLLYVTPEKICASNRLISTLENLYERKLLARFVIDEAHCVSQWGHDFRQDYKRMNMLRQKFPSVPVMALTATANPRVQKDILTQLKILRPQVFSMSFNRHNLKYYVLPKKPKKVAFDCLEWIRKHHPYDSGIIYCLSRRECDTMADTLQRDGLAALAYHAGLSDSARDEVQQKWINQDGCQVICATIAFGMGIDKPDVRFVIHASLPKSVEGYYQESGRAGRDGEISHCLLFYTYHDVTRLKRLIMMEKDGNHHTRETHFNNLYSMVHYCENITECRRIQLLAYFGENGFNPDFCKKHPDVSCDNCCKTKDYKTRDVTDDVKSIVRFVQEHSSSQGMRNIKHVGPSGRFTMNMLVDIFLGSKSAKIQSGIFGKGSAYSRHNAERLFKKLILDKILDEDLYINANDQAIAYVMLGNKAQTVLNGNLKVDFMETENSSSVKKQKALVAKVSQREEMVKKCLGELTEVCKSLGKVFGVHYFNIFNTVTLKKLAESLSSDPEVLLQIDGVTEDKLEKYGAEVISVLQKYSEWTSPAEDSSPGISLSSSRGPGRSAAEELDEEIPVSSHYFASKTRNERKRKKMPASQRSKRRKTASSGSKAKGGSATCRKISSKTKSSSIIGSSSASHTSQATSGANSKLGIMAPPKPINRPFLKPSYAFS
POLK inh – blocks human DNA polymerase kappa activity; Potency, µM (top dose mostly 107 µM), without a hit: top-dose activity, negative = inhibition, most hits filed as inhibitors; 400,000 tested, 0.53% active; AID 588579; Q9UBT6; purified Pol kappa, fluorescent DNA synthesis assay, 10 min; further: potency means the concentration at half of the fitted maximal effect; on the % scale 0 is the no-effect control and ±100 the full control effect
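Kinetic fluorescence screen: compound preincubated 15 min RT with 10 nM enzyme; 50 nM substrate (final) initiates; reads at 0/10 min.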
ERG-DNA inh – blocks human ERG Ets domain binding to DNA | P11308 | fluorescence polarization, His-ERG Ets domain / labelled DNA | Potency, µM (titrated, usually from 76.9 µM), without a hit: at the highest dose FP activity, negative = inhibition, most hits filed as inhibitors | 370,000 tested, 0.028% active | AID 624246; active means well fitted inhibition curve with a large enough effect in the polarisation, with a control signal flat; inconclusive means small, poorly fitted or top-dose-only effect, or effect the other way, or a change in a side signal; inactive means no such curve, though single readings can be large or run the other way; the % refers to the polarisation;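 further: polarization taken with two DNA probes labelled with fluorescein and Texas red; potency means the concentration at half of the fitted maximal effect; % of control where 0% means no effect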
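His-tagged ERG Ets domain (1 uM in the protein solution; 300mM KCl, 50mM Tris-HCl, 1mM EDTA, 1mM DTT, pH 7.5) received compound, then a probe mix of 5 nM fluorescein-DNA and 100nM Texas-615-DNA. Fluorescence polarization was read for both dyes.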
POLB inh – inhibitors of human DNA polymerase beta | 340,000 tested, 1.3% active | Potency, µM (series often up to 114 µM), without a hit: at the highest dose activity change, negative = inhibition, hits mostly inhibitors | P06746 | Pol beta primer extension/strand displacement, fluorescence kinetic; further: potency means the concentration at half of the fitted maximal effect; on the % scale 0 is the no-effect control and ±100 the full control effect
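Reaction started by 50 nM substrate onto compound-treated Pol beta (10 nM, 15 min preincubation, room temperature); plates read at 0 min and 10 min. Normalized concentration-effect data fitted by four-parameter Hill equation.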
APE1 inh – blocks human APE1 abasic DNA cleavage; P27695; recombinant APE1, TAMRA/BHQ-2 abasic DNA cleavage fluorescence; Potency, µM (top dose mostly 65.8 µM), for inactives: top-dose activity change, negative = inhibition, hits mostly inhibitors; 350,000 tested, 0.35% active;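 further: potency means the concentration at half of the fitted maximal effect; plate controls were vehicle for no effect and reference inhibitor for full effect; nearly all actives have a fitted effect of over 55% in size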
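Step 1: APE1 (0.75 nM) with compound, 15 min RT. Step 2: add 50 nM fluorophore/quencher THF duplex. Step 3: three fluorescence reads 60 s apart (525/598 nm); read 3 minus read 1 = reaction progress.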
Apoferritin bind – candidate novel general anesthetic via apoferritin binding; P02791; apoferritin/1-aminoanthracene competitive binding, fluorescence; Potency, µM (top dose mostly 77.5 µM), for the others: at the top dose activity change, negative = displacement, actives largely listed as inhibitors; 350,000 tested, 0.074% active; AID 485281; further: potency means the concentration at half of the fitted maximal effect; on the % scale 0 is the no-effect control and ±100 the full control effect; nearly all actives have a fitted effect of over 20% in size
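Concentration-response curves derived by four-parameter Hill fitting of normalized fluorescence, where compounds displaced 1-AMA from 10 uM horse apoferritin following a brief 10 min room-temperature incubation; propofol titration acted as positive control.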
TRHR agonist – activates the human TRH receptor; activation, % at 2 µM; TRHR cells, calcium flux fluo-8, FDSS agonist mode; AID 493084; 360,000 tested, 0.18% active; P34981; in the data active means activation above about 30%; further: 0% is about no effect
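Steps: seed TRHR cells overnight; add fluo-8 no-wash Ca dye, RT 30 min–1.5 h; record 10 s baseline; pin-transfer compounds; monitor fluorescence 1 cycle/s for the agonist window. Calcium increases flag candidate agonists.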
Pol iota inh – blocks human DNA polymerase iota activity; Pol iota fluorescent replication assay, 10 min; 390,000 tested, 1% active; Potency, µM (titrated, usually from 115 µM), for the others: top-dose activity, negative = inhibition, most hits filed as inhibitors; further: potency means the concentration at half of the fitted maximal effect
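Pol iota at 10 nM preincubated 15 min with compounds at room temperature; reaction started with fluorescent substrate, 50 nM final. Fluorescence read kinetically at 0 and 10 min; buffer-only wells as negative control.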
* = called active by the depositor; ? = inconclusive; . = no result given; & = joins results of further samples; [ ] = dose if it differs, or a comment. Unless noted, the call rests on the fitted dose curve; in most records, active means well fitted curve in the direction sought with a large enough effect; inconclusive means small, poorly fitted or top-dose-only effect, or another doubt; inactive means no such curve, though single readings can be large; an effect the other way counts as inactive or inconclusive. Some of the compounds tested (hit frequency here may not be typical).

1) Cc1ccc(NC(=O)C2C3CC4OC(=O)C2C4C3)cc1Cl (stereo not given)
2) ON/C=N/C(=S)Nc1ncc(C(F)(F)F)cc1Cl
3) CC1(C)CC(=O)C=C(NCC2CCCO2)C1 (stereo not given)
4) COc1ccc2[nH]cc(CCN3C(=O)c4ccc(C(=O)O)cc4C3=O)c2c1
5) COc1cccc(/C=N/n2cnc3ccccc32)c1OC
6) O=S(=O)(Nc1ccc2cn[nH]c2c1)c1ccc(Cl)cc1
7) C/C(CC(=O)Nc1ccc2c(c1)OCCO2)=N\NC(=O)COc1cccc(C)c1
8) COc1ccc(-c2cc(C(F)(F)F)nc(SCCC(=O)Nc3ccc(OC)c(OC)c3)n2)cc1

screen / no.	1	2	3	4	5	6	7	8
12-LOX inh	0%	-3%	10%	?	0%	.	2%	-7%
BLM helicase inh	-1%	-1%	-8%	0%	-3%	-7%	-5%	-11%
POLK inh	-5%	2%	0%	-2%	-10%	-25%	-23%	-11%
ERG-DNA inh	-2%	-2%	.	-15%	6%	-8%	0%	0%
POLB inh	9%	5%	16%	26%	-2%	-24%	-15%	-18%
APE1 inh	16%	2%	23%	10%	5%	-5%	3%	.
Apoferritin bind	?	-18%	-5%	1%	-9%	-15%	?	-17%
TRHR agonist	0.6	0.2	0.0	0.1	0.1	0.0	-0.4	0.6
Pol iota inh	-2%	14%	6%	15%	17%	-11%	172%[activator]	-22%

9) CCn1c(-c2ccccc2)c[nH]c1=S
10) Cc1ccc(Cn2nnc3c(=O)[nH]c(C4CCN(S(=O)(=O)c5ccccc5)CC4)nc32)cc1
11) COc1cc(OC)c(NC(=O)Cn2c(=O)cc(C)c3c(C)nn(-c4ccc(C)cc4)c32)cc1Cl
12) O=Cc1ccc(Oc2nc(Cl)ncc2F)cc1
13) Cc1ccc2c(c1)[nH]c1c(=O)n(Cc3ccco3)cnc12
14) O=C1C2C3C=CC(C3)C2C(=O)N1CNc1ccccn1 (stereo not given)
15) O=C(Nc1ccc(F)cc1)c1cc(S(=O)(=O)Nc2ccc(F)cc2)cs1
16) O=c1cc(-c2cccc(-c3ccc(C(F)(F)F)cc3)c2)c2cc3c(cc2o1)OCO3

screen / no.	9	10	11	12	13	14	15	16
12-LOX inh	?	-6%	-13%	-23%	30%	60%[activator]	-13%	.
BLM helicase inh	0%	-9%	1%	-5%	-12%	0%	-11%	-8%[75.6 µM]
POLK inh	-1%	-10%	-1%	-2%	-4%	0%	-20%	?
ERG-DNA inh	2%	-4%	11%	10%	-2%	2%	3%	.
POLB inh	21%	32%	8%	?	3%	-2%	19%	.
APE1 inh	-2%	-6%	.	?	-1%	-1%	-9%	0%
Apoferritin bind	-3%	-16%	47%[activator]	-11%	0%	-17%	-17%	-22%[110 µM]
TRHR agonist	0.1	-1.3	-0.3	0.3	16	-0.3	0.0	.
Pol iota inh	17%	-10%	16%	-19%	12%	5%	-13%	.

A second format for some results above:
nr	canonical_smiles	12-LOX inh	BLM helicase inh	POLK inh	ERG-DNA inh	POLB inh	APE1 inh	Apoferritin bind	TRHR agonist	Pol iota inh
9	CCn1c(-c2ccccc2)c[nH]c1=S	?	0%	-1%	2%	21%	-2%	-3%	0.1	17%
10	Cc1ccc(Cn2nnc3c(=O)[nH]c(C4CCN(S(=O)(=O)c5ccccc5)CC4)nc32)cc1	-6%	-9%	-10%	-4%	32%	-6%	-16%	-1.3	-10%
11	COc1cc(OC)c(NC(=O)Cn2c(=O)cc(C)c3c(C)nn(-c4ccc(C)cc4)c32)cc1Cl	-13%	1%	-1%	11%	8%	.	47%[activator]	-0.3	16%
12	O=Cc1ccc(Oc2nc(Cl)ncc2F)cc1	-23%	-5%	-2%	10%	?	?	-11%	0.3	-19%

Next part:
17) COc1ccc2c(c1)O[C@H](c1ccc3c(c1)OCO3)[C@@H](OC(=O)N[C@H](C)C1CCCCC1)C2=O
18) CC(CCc1ccccc1)NC(=O)c1ccc(Cl)nc1 (stereo not given)
19) CC1CCC2C(=O)N(c3ccc(NC4CCCCC4)c([N+](=O)[O-])c3)C(=O)C2C1 (stereo not given)
20) CC(Oc1ccc(Cl)cc1)C(=O)Nc1ccc(S(=O)(=O)Nc2nccs2)cc1 (stereo not given)
21) COc1ccc(C(=O)N2CCC(c3c[nH]c4ccccc34)(c3c[nH]c4ccccc34)CC2)cc1
22) CCc1ccc(/C=C(/C#N)c2nc(-c3ccc(C)cc3)cs2)cc1
23) CCCc1nnc(SCC(=O)N2C(C)CCCC2C)n1CC1CCCO1 (stereo not given)
24) Nn1c(N2CCCCC2)nc2ccccc21

screen / no.	17	18	19	20	21	22	23	24
12-LOX inh	.	-1%	1%	-7%	?	0%	-1%	6%
BLM helicase inh	0%&-4%	-1%	-8%	0%	-6%	-7%	2%	-1%
POLK inh	.	8%	-10%	1%	-6%	2%	-3%	-2%
ERG-DNA inh	.	1%	-5%	-2%	2%	8%	8%	-6%
POLB inh	-4%	23%	0%	-1%	0%	-3%	26%	11%
APE1 inh	-3%&1%	?	15%	51%[activator][12.4 µM]	.	.	1%	1%
Apoferritin bind	-11%	-13%	?	3%	-3%	-10%	-4%	-5%
TRHR agonist	-0.5	-0.5	-0.3	0.2	0.4	2.0	0.6	-0.2
Pol iota inh	.	10%	11%	11%	28%	-3%	-14%	-1%

25) Cc1cccc(Cl)c1OCCCn1ccnc1
26) Cc1nn(CCC(=O)NCCc2ccccc2Cl)c(=O)c2nn(-c3ccccc3)c(C)c12
27) COc1ccc(-n2nc(C(=O)Nc3ccc(C(C)=O)cc3)nc2-c2ccccc2)cc1
28) C=CCN1C(=O)c2ccc(C(=O)N(C)CC(=O)Nc3ccccc3C(F)(F)F)cc2C1=O
29) COc1ccc(CCN(Cc2ccc(C(C)C)cc2)S(=O)(=O)c2ccc(S(=O)(=O)N(C)C)cc2)cc1OC
30) O=C(CN(C(=O)CNS(=O)(=O)c1ccccc1)c1ccc2c(c1)OCCO2)NC1CCCCC1
31) CN1CCC(NC(=O)c2ccncc2)CC1
32) O=C(Nc1cccnc1)c1ccc(-c2cc(Cl)ccc2Cl)o1

screen / no.	25	26	27	28	29	30	31	32
12-LOX inh	0%	-3%	?	?	-18%	0%	-2%	?
BLM helicase inh	-1%	3%	0%	-1%	1%	-2%	-3%	-8%
POLK inh	-14%	4%	-4%	-13%	-1%	-2%	11%	2%
ERG-DNA inh	4%	-6%	6%	5%	-2%	2%	4%	-1%
POLB inh	-2%	33%	-20%	44%	3%	0%	1%	-28%
APE1 inh	34%	9%	.	4%	-3%	-5%	2%	-4%
Apoferritin bind	0%	-7%	-8%	-6%	-4%	?	-4%	-19%
TRHR agonist	-0.3	0.1	-0.1	-0.5	0.3	-2.5	1.3	-0.4
Pol iota inh	-5%	-3%	45%[activator]	18%	17%	21%	10%	71%[activator]

33) O=C(O)CC12CSc3[nH]c(=O)sc3C1c1ccccc1OC2=O (stereo not given)
34) O=C(Nc1ccccc1)C(=O)Nc1cccnc1
35) C(=C\c1ccccc1)/CN1CCN(Cc2nc(Cc3ccccc3)no2)CC1
36) Cc1ccc2[nH]c3c(c2c1)CN(C(=O)CN1CCN(c2ccccc2)CC1)CC3
37) Cc1nn(-c2ccccc2)c(Oc2ccccc2)c1C=O
38) COC(=O)Nc1ccc(S(=O)(=O)N2CCCc3cccc(O)c32)cc1
39) COC(=O)c1c(C)cc(C)c2c1CC(C)(C)C2=O
40) Cn1c(CSCc2ccc(Cl)c(Cl)c2)n[nH]c1=S

screen / no.	33	34	35	36	37	38	39	40
12-LOX inh	.	45%[activator]	-1%	.	-3%	-9%	?	?
BLM helicase inh	0%	-2%	-8%	-7%	-2%	-3%	-5%	-2%
POLK inh	.	-9%	-17%	.	-5%	-26%	4%	-10%
ERG-DNA inh	.	-7%	5%	.	-14%	3%	-27%	-6%
POLB inh	0%	-6%	7%	-14%	50%	6%	-1%	27%
APE1 inh	4%	5%	4%	-4%	-2%	-8%	-3%	2%
Apoferritin bind	-8%	-8%	-16%	-3%	1%	-6%	-3%	1%
TRHR agonist	-0.7	-1.0	-0.2	0.4	-0.6	-0.7	-0.8	-1.1
Pol iota inh	.	-5%[58.9 µM]	-7%	.	11%	-11%	102%[activator]	179%[activator]

41) Cc1cccc(-c2nc(Cn3c(=O)cc(-c4ccccc4)c4c(C)nn(C)c43)c(C)o2)c1
42) CCOC(=O)Cn1c(=NC(=O)CSC(C)=O)sc2ccccc21
43) COc1nc(C)nc(C)c1Oc1ccc(Cl)cc1Cl
44) Cc1csc(NC(=O)CSc2ccc3nnc(-c4ccncc4)n3n2)n1
45) CCOC(=O)CC(NS(=O)(=O)Cc1ccccc1)c1ccc(C)cc1 (stereo not given)
46) COc1ccc(NC(=O)CC2C(=O)NCCN2C(=O)Nc2ccc(C(F)(F)F)cc2)cc1 (stereo not given)
47) O=C(CSc1nc2c(oc3ccccc32)c(=O)n1Cc1ccco1)Nc1ccccc1Cl

screen / no.	41	42	43	44	45	46	47
12-LOX inh	-6%	21%	118%[activator]	-8%	-25%	?	-4%
BLM helicase inh	-5%	0%	-4%	1%	-3%	-9%	-3%
POLK inh	0%	10%	-5%	-8%	-5%	-3%	5%
ERG-DNA inh	-1%	4%	-9%	-5%	3%	-9%	-1%
POLB inh	-9%	8%	6%	1%	-16%	6%	13%
APE1 inh	.	-7%	-6%	0%	1%	-11%	.
Apoferritin bind	6%	4%	11%	-13%	-5%	-20%	3%
TRHR agonist	-0.5	-1.0	-0.2	-1.2	0.2	0.1	0.2
Pol iota inh	-24%	0%	-11%	21%	6%	24%	-1%

Compound activity: PubChem BioAssay, National Center for Advancing Translational Sciences (NCATS)
